High-throughput results: PubChem, National Center for Advancing Translational Sciences (NCATS)
GLS inhibitor: blocks human kidney-isoform glutaminase activity. GLS enzymatic activity, qHTS titration. Potency, µM (doses to about 45.5 µM), for inactives: at the top dose activity change, negative = inhibition, hits mostly inhibitors. 410,000 compounds, 0.21% hits; note: potency is the fitted concentration of half-maximal effect; % is set by controls: 0 for no effect and ±100 for the full control effect
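hKGA in 45 mM KH2PO4 (pH 8.2), 0.02% Tween-20 with compound, then 1mM L-Glutamine (stock as added) plus glutamate oxidase/HRP/Amplex red coupling mix. Fluorescence read initially and after 30 min at RT; signal change reflects glutamate formation.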
BAZ2B inh: inhibitors of human BAZ2B bromodomain. AlphaScreen BAZ2B-H3K14Ac peptide displacement. 360,000 compounds, 4.4% hits. Potency, µM (series often up to 114 µM), inactives show at the highest dose activity change, negative = inhibition, most hits filed as inhibitors; note: potency is the fitted concentration of half-maximal effect; % is set by controls: 0 for no effect and ±100 for the full control effect; nearly all actives have a fitted effect of over 60% in size
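Multi-concentration screen (max 110 uM) measuring displacement of acetylated histone H3 peptide from BAZ2B by AlphaScreen, using 50 nM protein, 50 nM peptide and 10 ug/mL streptavidin donor plus Ni-chelate acceptor beads.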
G9a block: blocks human histone lysine methyltransferase G9a. Potency, µM (series often up to 102 µM), without a hit: at the highest dose activity, negative = inhibition, most hits filed as inhibitors. G9a H3K9 monomethylation, AlphaScreen, 2 h. Q96KQ7. 350,000 compounds, 8.8% hits; note: potency is the fitted concentration of half-maximal effect; % is set by controls: 0 for no effect and ±100 for the full control effect; nearly all actives have a fitted effect of over 75% in size
Target sequence (Q96KQ7 913-1193 limits assumed): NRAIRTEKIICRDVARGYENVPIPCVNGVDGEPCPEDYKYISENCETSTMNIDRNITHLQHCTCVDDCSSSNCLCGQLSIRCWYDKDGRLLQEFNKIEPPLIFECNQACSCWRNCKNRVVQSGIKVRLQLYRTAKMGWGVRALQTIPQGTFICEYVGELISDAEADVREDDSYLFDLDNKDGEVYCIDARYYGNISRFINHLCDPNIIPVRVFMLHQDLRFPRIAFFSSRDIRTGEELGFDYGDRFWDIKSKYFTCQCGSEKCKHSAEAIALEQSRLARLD
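Chemiluminescent proximity detection of H3K9 monomethylation, read after 10 min bead incubation in the dark. Reaction: 20 nM G9a, 500 nM biotin-H3K9 peptide, 20 uM SAM cofactor, 2 h, room temperature, following 15 min enzyme-compound preincubation.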
PI4K2A inh: blocks human PI4K2A kinase activity; 420,000 compounds, 0.13% hits; activity change, negative = inhibition, % at 76.9 µM; purified PI4K2A, ADP-Glo luminescence, 1 h; stronger effect = lower value; Q9BTU6; AID 1346378; in the data active = activity change below about -50%; inconclusive = mostly about -30% to -49%;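 note: -100% = wells without enzyme as full effect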
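ADP-Glo luminescence measured ADP generated by PI4K2A enzyme (4 ug/mL before mixing) with 1.2 mM PI substrate (pre-mix) and 300 microM ATP (pre-mix). Tris pH7.5 buffer with MgCl2, Triton X-100; 1 h reaction at ambient temperature.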
Pin1 inh: inhibitors of human Pin1; Q13526; Potency, µM (doses to about 115 µM), without a hit: top-dose activity, negative = inhibition, actives largely listed as inhibitors; Pin1 FP peptide displacement, HiFluor488, 10 min; 390,000 compounds, 0.009% hits; active = well fitted inhibition curve with a large enough effect in the polarisation, with a control signal flat, not every such curve was filed as active; inconclusive = small, poorly fitted or top-dose-only effect, or effect the other way, or a change in a side signal; inactive = no such curve, though single readings can be large or run the other way; the % refers to the polarisation; note: potency is the fitted concentration of half-maximal effect; % is set by controls: 0 for no effect and ±100 for the full control effect
Target sequence (Q13526 whole entry, looked up): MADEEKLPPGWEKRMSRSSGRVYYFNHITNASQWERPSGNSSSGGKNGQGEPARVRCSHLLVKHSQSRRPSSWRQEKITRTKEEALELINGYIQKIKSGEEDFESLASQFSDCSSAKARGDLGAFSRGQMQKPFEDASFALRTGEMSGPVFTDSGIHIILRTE
Tb PGK inh: T. brucei PGK inhibition; PGK/GAPDH coupled, Kinase-Glo luminescence, 60 min; Potency, µM (series often up to 57.5 µM), for the others: top-dose activity change, negative = inhibition, most hits filed as inhibitors; 380,000 compounds, 0.043% hits; note: potency is the fitted concentration of half-maximal effect; % is set by controls: 0 for no effect and ±100 for the full control effect; nearly all actives have a fitted effect of over 60% in size
Target sequence (P07378 whole entry, looked up): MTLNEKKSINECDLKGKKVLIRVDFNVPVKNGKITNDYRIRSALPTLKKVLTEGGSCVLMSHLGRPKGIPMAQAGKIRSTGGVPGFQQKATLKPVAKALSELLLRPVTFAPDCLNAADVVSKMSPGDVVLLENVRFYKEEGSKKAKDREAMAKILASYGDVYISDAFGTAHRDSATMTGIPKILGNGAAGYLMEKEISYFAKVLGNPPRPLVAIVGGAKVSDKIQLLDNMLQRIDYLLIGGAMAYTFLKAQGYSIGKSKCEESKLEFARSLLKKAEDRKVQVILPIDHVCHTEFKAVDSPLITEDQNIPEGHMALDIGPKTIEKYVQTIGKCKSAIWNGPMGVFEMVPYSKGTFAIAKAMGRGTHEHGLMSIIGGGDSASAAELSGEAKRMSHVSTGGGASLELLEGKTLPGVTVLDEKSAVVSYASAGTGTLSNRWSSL
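Recombinant glycosomal PGK reaction used 1,3-bisphosphoglycerate generated in-well by GAPDH (100nM final) in 100mM TEA pH 7.6, 5mM MgCl2, 0.01% Tween-20. After 60 minutes at room temperature, ATP was read by Kinase-Glo Plus luminescence end-point.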
Pol eta inh: DNA polymerase eta (human) inhibition | Q9Y253 | recombinant Pol eta, fluorescent DNA replication assay | Potency, µM (highest dose often 114 µM), for the others: top-dose activity change, negative = inhibition, most hits filed as inhibitors | 390,000 compounds, 1.2% hits; note: potency is the fitted concentration of half-maximal effect; % is set by controls: 0 for no effect and ±100 for the full control effect
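Pol eta at 10 nM preincubated with compounds 15 min at room temperature; reaction started with fluorescent substrate (50 nM final) and read kinetically at 0 and 10 min.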
HP1b binding inh: HP1-beta chromodomain-methylated histone interaction inhibition; P83916; AlphaScreen HP1-beta / biotin-H3K9me3 peptide binding; Potency, µM (top dose mostly 114 µM), without a hit: top-dose activity change, negative = inhibition, usual class: inhibitors; 390,000 compounds, 0.56% hits; note: potency is the fitted concentration of half-maximal effect; nearly all actives have a fitted effect of over 70% in size; inactives centre near 23
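Compound inhibition of the preformed complex between 50 nM HP1-beta and 50 nM biotinylated H3K9me3 peptide was read by AlphaScreen. Buffer was PBS pH 7.4 with 0.01% Tween-20. Incubations ran 30 min at room temperature, with 10 ug/mL donor/acceptor beads.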
JMJD2A Tudor: JMJD2A Tudor domain (human) inhibition; O75164; AlphaScreen JMJD2A-Tudor / H3K4me3 peptide binding; Potency, µM (highest dose often 114 µM), for inactives: top-dose activity change, negative = inhibition, most hits filed as inhibitors; 390,000 compounds, 4.4% hits; note: potency is the fitted concentration of half-maximal effect; % is set by controls: 0 for no effect and ±100 for the full control effect; nearly all actives have a fitted effect of over 50% in size
Starred values were filed as active, the others as inactive; i = inactive; u = inconclusive; x = not tested or not shown; & = joins results of further samples; [ ] = remark or other dose. Unless noted, calls come from the whole dose curve; as a rule, active = well fitted curve in the direction sought with a large enough effect; inconclusive = small, poorly fitted or top-dose-only effect, or another doubt; inactive = no such curve, though single readings can be large; an effect the other way counts as inactive or inconclusive. Only part of the results is shown; the hit share may differ from the screen's.

GLS inhibitor	BAZ2B inh	G9a block	PI4K2A inh	Pin1 inh	Tb PGK inh	Pol eta inh	HP1b binding inh	JMJD2A Tudor	molecule
-8%	-8%	u	-5	2%	i	-9%	60%[activator]	-5%	O=C(O)C1CCN(C(=O)c2scc3c2OCCO3)CC1
1%	1%	4%[2.33 µM]	4	-3%	-9%	-16%	36%	1%	Cc1cccc(-n2nnnc2SCC(=O)NCC2(N3CCOCC3)CCCCC2)c1C
-7%	x	-20%	2	0%	i	-15%	29%	3%	Cc1ccc(NS(=O)(=O)c2cc(C(=O)OCC(=O)NCC3CCCO3)ccc2C)cc1 (stereo not given)
18%	7%	13µM*	1	-4%	5%	-3%	27%	-7%	COn1cnnc1-c1ccccc1
-1%	1%	19%	0	-3%	-10%	-4%	12%	-6%	COc1ccccc1NC(=O)CSc1nnc(CNC(=O)c2ccco2)n1C
-3%	x	x	-2	x	i	-11%	x	x	CC(Sc1nnc(C(C)Oc2ccc(F)cc2)o1)C(=O)NCc1ccc2c(c1)OCO2 (stereo not given)
0%	u	u	2	2%	7%	-7%	-25%	u	O=C(Nc1ccccc1N1CCCCC1)c1cccc([N+](=O)[O-])c1
4%	-5%	10%[0.501 µM]	u	-1%	-15%	-14%	28%	-8%	COc1ccc(NC(=O)c2cnn(-c3ccccc3)c2C)cc1
8%	7%	-1%[59 µM]	2	-10%	i	-18%	13%	-11%	O=C(CNC(=O)C(c1ccccc1)c1ccccc1)OCC(=O)c1cccs1
-9%	-1%	22%	9	-4%	i	-16%	31%	-5%	C/C(=N\NC(=O)c1cccnc1)c1ccc(C)c([N+](=O)[O-])c1
5%	5%	-31%	-4	0%	-10%	-16%	16%	8%	CCOc1ccccc1NC(=O)CCN1CCN(S(=O)(=O)c2ccc(OC)cc2)CC1
-5%	-17%	u	2	-2%	3%	u	9%	-19%	COC(=O)c1ccc(CS(=O)(=O)c2ccc(C)cc2)o1
14%	-36%	-11%[59 µM]	2	-9%	i	7%	-12%	-34%	COc1ccc(/C(N)=C/C(=O)C(C)(C)C)cc1
-3%	-17%	1%	-1	-1%	3%	-17%	44%[activator]	-5%	CCCCNc1nc(NC)nc(Cl)c1SC
0%	-3%	0%[59 µM]	1	25%	10%	-21%	41%[activator]	-9%	Cc1ccc2occ(CC(=O)Nc3c(C(=O)Nc4ccc(Cl)cc4)oc4ccccc34)c2c1
3%	-16%	-9%	2	1%	-1%	-22%	12%	-22%	Cc1cc(Nc2cccc([N+](=O)[O-])c2)c2ccccc2n1
2%	1%	5%[0.0925 µM]	3	0%	-1%	3%	26%	u	CCCCNC(=O)C(CC)Sc1nc2sc(C(=O)OC)c(C)c2c(=O)n1N (stereo not given)
-2%	-1%	21%	3	20%	-7%	-14%	-4%	-14%	COc1ccc(OCc2cc(/C=N\NC(=O)c3ccccc3)ccc2OC)cc1
3%	-9%	-8%[59 µM]	-2	21%	i	-11%	34%	-16%	CCN(CC)c1ccc(-c2nc(-c3ccco3)no2)cc1[N+](=O)[O-]
3%	-3%	u	-4	-2%	-7%	-5%	50%[activator]	-6%	O=C(O)C1=C[C@H](c2ccc(C(F)(F)F)cc2)C[C@H](OCc2ccc(CO)cc2)O1

Just GLS inhibitor, HP1b binding inh and Pol eta inh, for four of the compounds above:
SMILES	GLS inhibitor	HP1b binding inh	Pol eta inh
COC(=O)c1ccc(CS(=O)(=O)c2ccc(C)cc2)o1	-5%	9%	u
COc1ccc(/C(N)=C/C(=O)C(C)(C)C)cc1	14%	-12%	7%
Cc1cc(Nc2cccc([N+](=O)[O-])c2)c2ccccc2n1	3%	12%	-22%
CCCCNC(=O)C(CC)Sc1nc2sc(C(=O)OC)c(C)c2c(=O)n1N (stereo not given)	2%	26%	3%

Carrying on:
GLS inhibitor	BAZ2B inh	G9a block	PI4K2A inh	Pin1 inh	Tb PGK inh	Pol eta inh	HP1b binding inh	JMJD2A Tudor	molecule
14%	x	u	0	-3%	i	-23%	u	u	Cc1cc(C)c(C)c(S(=O)(=O)N2CCN(c3ccc(O)cc3)CC2)c1C
-19%	-23%	8%[59 µM]	-6	-6%	-2%	-19%	25%	0%	C=CCn1c(SCC(=O)NC2CCCCC2)nc2ccccc2c1=O
-2%	7%	-5%	-4	2%	i	-24%	42%[activator]	-3%	CCOc1ccc(N2C(=O)CC(N(CCc3ccc(OC)cc3)C(=O)c3cccc(F)c3)C2=O)cc1 (stereo not given)
1%	-2%	12%	1	2%	-10%	6%	13%	-8%	Cc1ccc(N2CC(C(=O)Nc3cccc(F)c3)CC2=O)cc1 (stereo not given)
-10%	6%	x	1	-2%	i	-16%	-1%	-20%	CC(C)(CO)CNC1CCCN(C2Cc3ccccc3C2)C1 (stereo not given)
6%	x	x	-5	-5%	i	-5%	13%	-16%	CCCC1SCC(C)(C)NC1=O (stereo not given)
24%	6%	5%[59 µM]	-1	-10%	-8%	-7%	26%	-5%	NC(=O)SC/C(=N\S(=O)(=O)c1ccccc1)Nc1ccccc1
5%	-12%	-61%	7	-3%	-2%	-18%	-4%	14%	C=CCn1c(SC(F)F)nc2scc(-c3ccco3)c2c1=O
7%	15%	8%[2.33 µM]	-6	7%	-1%	2%	15%	-9%	O=C(COc1cccnc1[N+](=O)[O-])NCc1ccccc1
2%	2%	-4%	7	-3%	-13%	-13%	29%	-6%	CCOC(=O)CCc1c(C)c(C#N)c2nc3ccccc3n2c1-n1ccnc1

Next section; the last 2 above are carried over.
GLS inhibitor	BAZ2B inh	G9a block	PI4K2A inh	Pin1 inh	Tb PGK inh	Pol eta inh	HP1b binding inh	JMJD2A Tudor	molecule
7%	15%	8%[2.33 µM]	-6	7%	-1%	2%	15%	-9%	O=C(COc1cccnc1[N+](=O)[O-])NCc1ccccc1
2%	2%	-4%	7	-3%	-13%	-13%	29%	-6%	CCOC(=O)CCc1c(C)c(C#N)c2nc3ccccc3n2c1-n1ccnc1
-2%	-2%	-3%[59 µM]	0	u	1%	-10%	34%	-25%	CCO[C@@H]1OC(C(=O)N2CCCCCCC2)=C[C@H](c2ccc(C(F)(F)F)cc2)[C@H]1CCCO
12%	-14%	x	-4	-2%	-4%	-4%	20%	-16%	COc1ccc(F)c(-c2nc(CN3CCN(C(=O)c4ccco4)CC3)c(C)o2)c1
-9%	-1%	16%	-1	2%	-13%	-1%	16%	1%	COc1ccc(/C=N/NC(=O)C(=O)N2CCCCCC2)cc1
-5%	4%	18%	5	2%	-7%	-9%	-17%	-15%	CCCn1c(=N)c(S(=O)(=O)c2ccccc2)cc2c(=O)n3cccc(C)c3nc21
13%	12%	2%	-2	-2%	-11%	0%	19%	-13%	CCS(=O)(=O)c1nc(S(=O)(=O)c2ccc(C)cc2)c(NCc2ccccn2)s1
-1%	-4%	12%	0	5%	-8%	-14%	35%	-16%	CC(C)CCN1C(Nc2ccccc2)=NC[C@@H]1Cc1ccccc1
-1%&5%	-5%&-3%	22%[0.0925 µM]	3&3	-2%&-15%	3%&4%	-21%&-6%	21%&22%	-18%&-8%	Cc1ccc2c(c1)cc1c(=O)n(CC(=O)N(C)c3ccccc3)nc(C)n12
-3%	1%	7.1µM*	0	u	-5%	-20%	u	-2%	CCOC(=O)c1c(NC(=O)c2cc(CC)on2)sc(C)c1C
10%	5%	-37%	-5	32%[activator]	-10%	u	0%	-12%	CCc1ccc(C(=O)CCC(=O)Nc2cccc(S(=O)(=O)N3CCCCC3)c2)cc1
19%	-1%	-27%[59 µM]	-2	1%	-1%	-25%	34%	-13%	Cc1ccc(-c2nnc(Nc3ccc(F)cc3)c3ccccc23)cc1S(=O)(=O)N1CCN(C)CC1

Entries of single compounds as entered above. Order of screens: GLS inhibitor, BAZ2B inh, G9a block, PI4K2A inh, Pin1 inh, Tb PGK inh, Pol eta inh, HP1b binding inh, JMJD2A Tudor
Results for CC(C)CCN1C(Nc2ccccc2)=NC[C@@H]1Cc1ccccc1 → -1%, -4%, 12%, 0, 5%, -8%, -14%, 35%, -16%
Results for CCc1ccc(C(=O)CCC(=O)Nc2cccc(S(=O)(=O)N3CCCCC3)c2)cc1 → 10%, 5%, -37%, -5, 32%[activator], -10%, u, 0%, -12%

The list continues.
GLS inhibitor	BAZ2B inh	G9a block	PI4K2A inh	Pin1 inh	Tb PGK inh	Pol eta inh	HP1b binding inh	JMJD2A Tudor	molecule
16%	-8%	14%[59 µM]	-2	6%	1%	1%	26%	-13%	O=[N+]([O-])c1ccccc1S(=O)(=O)N1CCCCC1
0%	-7%	12%[12.7 µM]	3	4%	-3%	-3%	25%	-7%	COc1cc(/C=C2\SC(=O)N(c3ccc(O)cc3)C2=O)cc(OC)c1OC
-7%	9%	-15%	-4	3%	0%	1%	35%	-17%	CCOc1ccc(NC(=O)c2csc3c2CCCC3)cc1
10%	31%[activator]	u	0	u	4%	-2%	24%	-3%	CCOc1cc(C(=O)CCC(=O)OCC(=O)N2c3ccccc3NC(=O)C2(C)C)ccc1O
